p53ts 39C tox – p53ts cell cytotoxicity, nonpermissive temperature | H1299-p53A138V viability at 39C, ATP luminescence, 24 h | Potency, µM (highest dose often 46.1 µM), for the others: at the highest dose activity change, negative = cell killing, most hits filed as cytotoxic | hit rate 1.5% among 130,000; further: nearly all actives have a fitted effect of over 55% in size
IkB signaling – inhibitors of IkB signaling in ABC-DLBCL cells; ABC-DLBCL IkBa-CBG/CBR dual luciferase ratio, 4 h; response scale: scaled: untreated 0%, proteasome inhibitor 100%; Potency, µM (highest dose often 57.1 µM), inactives show at the highest dose IkBa stabilization activation; hit rate 0.04% among 110,000; AID 445; active means well fitted curve in the direction sought with a large enough effect in the signal ratio, not every such curve was filed as active; inconclusive means small, poorly fitted or top-dose-only effect, or a change in a side signal; the % refers to the signal ratio;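 further: the direction sought is a rising ratio; 0% = basal untreated cells and 100% = reference inhibitor full response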
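In this assay, an IκBα–CBG68 fusion accumulates when IKK-driven degradation is blocked; native CBR normalizes for cell number. OCI-Ly3 cells were treated 4 h with compound and doxycycline, then green and red light read after Chroma-Glo addition.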
p53ts 32C tox – cytotoxicity in p53ts cells at permissive temperature. H1299-p53A138V at 32C, ATP luminescence viability, 24 h. Potency, µM (doses to about 46.1 µM), for inactives: top-dose activity change, negative = cytotoxicity, actives largely listed as cytotoxic. hit rate 0.93% among 130,000. AID 924;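 further: 0% = DMSO and -100% = full killing by reference compound; nearly all actives have a fitted effect of over 55% in size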
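ATP-content luminescence (ATPlite) read-out after 24 h compound exposure at 32C in H1299-p53A138V cells (600/well). Tested up to 46 uM. Normalized to DMSO (0%) and 100 uM tamoxifen (100% killing); Hill-fit AC50.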
Imprint erasure – induces erasure of genomic imprints in mouse ES cells; Potency, µM (titrated, usually from 60.7 µM), without a hit: top-dose activity change, positive = activation, actives largely listed as activators; mouse ES Peg3-LacZ reporter, beta-gal luminescence, 40 h; hit rate 0.02% among 110,000; AID 1948;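 further: 0% = negative control wells on the plate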
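Gelatin-coated wells received 300 freshly trypsinized female ES cells with a Peg3LacZ-Neo reporter on the maternal allele, then incubated 40 hours at 37C. BetaGlo was added for 5 minutes at room temperature before a single luminescence read.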
* = called active by the depositor; ? = inconclusive; . = not tested or not shown; [ ] = dose if it differs, or a comment. Unless noted, the call rests on the fitted dose curve; in most records, active means well fitted curve in the direction sought with a large enough effect; inconclusive means small, poorly fitted or top-dose-only effect, or another doubt; inactive means no such curve, though single readings can be large; an effect the other way counts as inactive or inconclusive. Unless noted, on the % scale 0 is the no-effect control and ±100 the full control effect; potency means the concentration at half of the fitted maximal effect.

smiles	p53ts 39C tox	IkB signaling	p53ts 32C tox	Imprint erasure
Cc1ccc(-c2nnc(Nc3cccc(O)c3)c3ccccc23)cc1S(=O)(=O)N1CCN(C)CC1	5%	?	14%	-16%[10.9 µM]
Cc1ccc(-n2c(SCC(=O)N3CCCc4ccccc43)nc3c([nH]c4ccccc43)c2=O)cc1	-24%	-1.1%	32%[activator]	11%[10.9 µM]
Cc1ccccc1NC(=O)CSc1nnc(-c2cccc(Cl)c2)o1	16%	?	4%	-15%[10.9 µM]
COc1cccc(C(=O)Nc2ccccc2N2CCCC2)c1	6%	-4.0%	0%	-33%[inhibitor]
Cc1cc(N)ccc1S(C)(=O)=O	4%	.	0%	.
COc1ccc(/C=C\c2onc(C)c2S(=O)(=O)N2CCC(C(=O)Nc3ccc(Cl)cc3)CC2)cc1	-14%	3.8%	-7%	-11%[10.9 µM]
COc1ncnc2c1NC(=O)CS2	1%	-0.2%	7%	-1%
Cc1cc(C)c(NC(=O)Cn2c(=O)n(CC(=O)NCCc3ccccc3)c(=O)c3ccccc32)c(C)c1	-12%	1.5%	11%	-3%[10.9 µM]
COc1cc(C2C(C#N)=C(C)NC3=C2C(=O)CC(C)(C)C3)ccc1OCCO (configuration not stated)	16%	5.2%	14%	1%
CN1CCC(CNC(=O)c2ccc(-n3c(=O)c(=O)[nH]c4ccccc43)cc2)CC1	-2%	.	2%	.
Cc1cc(CN(C)C)c(O)c(C2(C)CCCCC2)c1	15%	-2.3%	-1%	7%
COc1ccc(CC2CCOC2=O)cc1 (configuration not stated)	0%	6.3%	9%	3%

Next entries:
smiles	p53ts 39C tox	IkB signaling	p53ts 32C tox	Imprint erasure
CC1=C(C(=O)Nc2ccccc2)C(c2ccncc2)n2nc(SCc3ccccc3)nc2N1 (configuration not stated)	15%	?	4%	-12%[10.9 µM]
COc1cccc(OC)c1C(=O)Nn1c(C2CCC2)nc2ccccc2c1=O	0%	3.7%	-3%	11%
CC(C)(Oc1ccc(Br)cc1)C(=O)Nc1cc(-c2nc3ccccc3[nH]2)ccc1Cl	14%	?	5%	-24%[10.9 µM]
Cc1cccc(N2C(=O)C3C4C=CC(C4)C3C2=O)c1 (configuration not stated)	0%	-0.2%	-1%	-16%
CCc1ccc(-n2c(=O)c3ccccc3n(Cc3ccccc3C#N)c2=O)cc1	7%	-1.8%	2%	-5%[10.9 µM]
COc1ccc(N2CCN(C(=O)CSc3nnc(-c4cccnc4)n3-c3ccccc3)CC2)cc1	-10%	2.2%	-3%	-17%
Cc1sc2ncnc(NCC(c3ccco3)N(C)C)c2c1C (configuration not stated)	-5%	1.5%	2%	-11%
Cc1cc2c(cc1S(=O)(=O)N(CCO)Cc1ccccc1)OCC(=O)N2	-9%	-0.5%	37%[activator]	23%[10.9 µM]
CCc1cccc(C)c1NC(=O)C(CC)Sc1nc2ccncc2[nH]1 (configuration not stated)	4%	5.1%	2%	4%[10.9 µM]
O=c1oc2ccccc2c2c1ncn2CCN1CCOCC1	7%	0.8%	-4%	-3%
CCCCOc1ccc(C2C(C(=O)Nc3ccccc3OC)=C(C)Nc3nnnn32)cc1OC (configuration not stated)	-25%	4.8%	6%	-1%[10.9 µM]
Cc1ccc(C(=O)Nc2ccccc2C(=O)OCc2cc(=O)n3nc(C(C)C)sc3n2)cc1	-26%	3.6%	0%	-10%[10.9 µM]

Continuation.
smiles	p53ts 39C tox	IkB signaling	p53ts 32C tox	Imprint erasure
CCOc1ccc(NC(=O)Cn2nnc(-c3nc(-c4ccncc4)no3)c2N)cc1	?	-0.9%	-3%	3%[10.9 µM]
CCC(Sc1nncn1C)C(=O)Nc1nnc(-c2ccccc2Cl)s1 (configuration not stated)	3%	-4.6%	-3%	-11%
C=CCOc1c(OC)cc(Cl)cc1C1NC(=O)NC(C)=C1C(C)=O (configuration not stated)	5%	-0.1%	5%	6%
COc1ccccc1N=C1SC(C)CN1C(=O)C1CCC1 (configuration not stated)	-11%	0.4%	8%	-8%
O=C(Nc1ccc(F)cc1F)c1cc(-c2ccco2)on1	-21%	?	-34%	-53%[inhibitor]
CCOc1ccc(CCNC(=O)c2ccc(CS(=O)(=O)Cc3ccccc3Cl)o2)cc1OCC	-4%	?	-26%	-19%[10.9 µM]
COc1cc(CNc2ccccc2SC)ccc1O	13%	-6.0%	-1%	-8%
O=C(c1c(F)cccc1F)N1CCC(O)(c2cccnc2)CC1	4%	0.1%	-4%	-5%
CCOC(=O)c1ccc(N2C(=O)c3n[nH]c(C)c3C2c2ccc(O)c(OC)c2)cc1 (configuration not stated)	5%	?	7%	-2%[10.9 µM]
COc1cccc(NC(=O)Cn2c(=O)n(-c3ccccc3)c(=O)c3ccc(C(=O)NCc4ccc5c(c4)OCO5)cc32)c1	12%	-0.3%	12%	6%[10.9 µM]
Cc1noc(C)c1CSCC(=O)NC1=NCCS1	1%	0.0%	6%	1%
Cc1ccc(N2C(=O)c3ccccc3C2=O)cc1Cl	4%	0.6%	-6%	.

One compound at a time, as listed above.
Record of O=C(Nc1ccc(F)cc1F)c1cc(-c2ccco2)on1 : p53ts 39C tox = -21%; IkB signaling = ?; p53ts 32C tox = -34%; Imprint erasure = -53%[inhibitor]
Record of COc1ccccc1N=C1SC(C)CN1C(=O)C1CCC1 (configuration not stated) : p53ts 39C tox = -11%; IkB signaling = 0.4%; p53ts 32C tox = 8%; Imprint erasure = -8%

(next part)
smiles	p53ts 39C tox	IkB signaling	p53ts 32C tox	Imprint erasure
COCCCNc1nc(NCc2ccc(C)cc2)c2cnn(C)c2n1	1%	?	6%	-7%[10.9 µM]
CCc1ccc(OCC(=O)N(Cc2ccc(C)o2)C2CCS(=O)(=O)C2)cc1 (configuration not stated)	-6%	-1.8%	1%	4%[10.9 µM]
Cc1noc(C)c1COC(=O)c1cc(=O)[nH]c2ccccc12	-5%	-0.1%	5%	-6%
O=C(CCCn1c(=O)c2cccn2c2cccnc21)NCc1ccccc1Br	24%	-0.8%	-1%	-10%[10.9 µM]
COc1cc(-c2c(C#N)c(N)nc3c2CCCC3)ccc1O	10%	?	1%	-13%
CCCCN(CC)CCNC(=O)Cn1cnc2sc(C)c(S(=O)(=O)N3CCC(C)CC3)c2c1=O	2%	?	-10%	-9%[10.9 µM]
Cc1ccc(-n2c(=O)c3sc4ccccc4c3n(C)c2=O)cc1F	11%	-0.2%	5%	-9%[10.9 µM]
O=C(Nc1nc(-c2ccccc2)cs1)c1cccc([N+](=O)[O-])c1C(=O)O	?	.	-10%	.
Cc1noc(C)c1-c1cc(Nc2ccccc2)ncn1	2%	-3.4%[11.4 µM]	9%	-13%
CCc1ccccc1NC(=O)Nc1cc(C(=O)NCc2ccccc2OC)ccc1N1CCCC1	-25%	0.4%	0%	12%[10.9 µM]
COc1ccc(NC(=O)N2CCc3c([nH]c4ccc(OC)cc34)C2c2ccc(OC)cc2)cc1 (configuration not stated)	-22%	?	?	20%[10.9 µM]
COc1ccccc1CNc1cc(-c2ccccc2CN(C)C)ncn1	16%	1.1%[11.4 µM]	0%	-13%

(cont.)
smiles	p53ts 39C tox	IkB signaling	p53ts 32C tox	Imprint erasure
Clc1cncc(Cl)c1NNc1c2ccccc2nc2ccccc12	18%	.	10%	.
CCCCN(CC)CCCNC(=O)c1ccc2c(c1)N(Cc1ccc(C)cc1)C(=O)c1ccccc1S2	13µM*	-0.4%	?	-9%[10.9 µM]
COc1cc(C2c3c(oc4c(C)cc(C)cc4c3=O)C(=O)N2Cc2cccnc2)cc(OC)c1OC (configuration not stated)	1%	2.6%	7%	1%
COc1cc(OC)c(NS(=O)(=O)c2cc3c(cc2C)N(C(C)=O)CCO3)cc1Cl	-1%	2.9%	-4%	-14%[10.9 µM]
COc1ccc(C2CC(=O)c3cc(-c4nc(-c5ccc(Cl)cc5)cs4)c(=O)[nH]c3C2)cc1 (configuration not stated)	10%	2.7%	14%	-8%[10.9 µM]
CCc1nc(SCC(=O)Nc2ccc3c(c2)OCCO3)c2oc3ccccc3c2n1	0%	0.0%	-17%	-9%
O=C(CN(c1ccc(F)cc1)S(=O)(=O)c1ccc2c(c1)OCCO2)NCC1CCCO1 (configuration not stated)	7%	5.2%	11%	-10%
CCOc1cc(C2NC(=O)c3c(sc4c3CCN(C)C4)N2)ccc1OC(=O)c1ccc(F)cc1 (configuration not stated)	12%	0.7%	-1%	12%[10.9 µM]
Cn1cccc1Cc1nnc(SCC(=O)Nc2ccc3c(c2)OCO3)n1CCc1ccccc1	1%	3.0%	-9%	-18%
CC(C)c1c(O)nc(SCCN(C)C)[nH]c1=O	0%	-1.8%	5%	-10%
COC(=O)c1cccc(NC(=O)CSc2ncn[nH]2)c1	14%	5.6%	6%	-15%
COc1ccc(CCNS(=O)(=O)c2cccc(S(=O)(=O)N3CCCC3)c2)cc1OC	-6%	-2.7%	-6%	.

(list continues)
smiles	p53ts 39C tox	IkB signaling	p53ts 32C tox	Imprint erasure
CC(=O)OC[C@H]1O[C@@H](O/N=C(\C)CCN2CCCCc3nc(C)c(C)cc32)[C@H](OC(C)=O)[C@@H](OC(C)=O)[C@H]1OC(C)=O	-13%[9.22 µM]	.	4%[9.22 µM]	.
Cc1ccc2[nH]c(=O)c(CN(Cc3ccccc3)Cc3nnnn3C3CCCC3)cc2c1	-24%	?	?	19%
COC(=O)c1ccccc1NC(=O)Nc1cccs1	-1%	?	2%	2%
C=C(Cl)COc1ccc2c(CC)cc(=O)oc2c1	0%	.	-6%	.
CC1=C(C(=O)Nc2cc(Cl)ccc2C)C(c2ccccc2F)n2ncnc2N1 (configuration not stated)	-13%	1.2%	-3%	-11%[10.9 µM]
COC(=O)c1cccc(NCN2C(=O)c3ccccc3C2=O)c1	8%	1.9%	4%	2%
COC(=O)c1ccccc1NC(=O)Nc1nnc(N2CCC(C)CC2)s1	2%	?	9%	-7%[10.9 µM]
COc1ncc2nc(-c3cn(C)c4ccccc34)c(=O)n(-c3ccccc3)c2n1	-5%	16%[11.4 µM]	-7%	0%
CCOc1ccc(N2CCn3c2nc2c3c(=O)n(CCc3ccccc3)c(=O)n2C)cc1	9%	1.3%	-2%	-6%
COc1ccc(C2CC(=O)c3cnc(N4CCN(Cc5ccccc5)CC4)nc3C2)cc1 (configuration not stated)	7%	1.0%	-3%	-23%
Cc1ccc(-c2nnc(N3CCCCC3)c3ccccc23)cc1S(=O)(=O)N1CCN(C)CC1	10%	?	8%	-7%
O=C(Cn1c(NCCCO)nc2ccccc21)c1ccc(Br)cc1	3%	-2.6%	2%	6%

3 entries from above, reformatted:
Sequence of screens – p53ts 39C tox, IkB signaling, p53ts 32C tox, Imprint erasure
COc1ccc(C2CC(=O)c3cnc(N4CCN(Cc5ccccc5)CC4)nc3C2)cc1 (configuration not stated)
  7%, 1.0%, -3%, -23%
Cc1ccc(-c2nnc(N3CCCCC3)c3ccccc23)cc1S(=O)(=O)N1CCN(C)CC1
  10%, ?, 8%, -7%
O=C(Cn1c(NCCCO)nc2ccccc21)c1ccc(Br)cc1
  3%, -2.6%, 2%, 6%

(further entries)
smiles	p53ts 39C tox	IkB signaling	p53ts 32C tox	Imprint erasure
CC(=O)N1CCc2cc(S(=O)(=O)NC(CC(C)C)C(=O)NCCc3ccccc3)ccc21 (configuration not stated)	22%	0.9%	14%	-2%[10.9 µM]
COc1cc(C)ccc1OCCSc1nc2ccc(NC(=O)c3ccc(C)cc3)cc2s1	-17%	0.3%	-6%	-11%[10.9 µM]
CCOC(=O)c1scc(-c2ccccc2)c1S(=O)(=O)Nc1ccc(N(C)C)cc1	-24%	-0.8%	5%	-16%[10.9 µM]
COc1ccc(Br)cc1C1CC(=O)Nc2c1c(C)nn2-c1nc(C)cc(C)n1 (configuration not stated)	23%	-1.2%	17%	-10%[10.9 µM]
COc1cccc(C(=O)NC(C)C(c2cccs2)N2CCN(C)CC2)c1 (configuration not stated)	5%	0.3%	-2%	-2%
COCC(=O)NC1CC2CCCC(C1)N2Cc1ccccc1 (configuration not stated)	0%	0.4%	-2%	7%
CCN(CC)c1ccc(NC(=O)C2CCCN(S(=O)(=O)c3cnc[nH]3)C2)c(C)c1 (configuration not stated)	7%	-0.1%	6%	-8%
CC(=O)SCC(=O)N=c1sc2cc(F)ccc2n1C	-29%	3.9%	?	-11%
CCc1cc2c(NCCO)ncnc2s1	-4%	-2.1%	2%	-6%
Cc1ccc(C)c(Cn2nnc3c(=O)[nH]c(C4CCCN(C(=O)C5CCC5)C4)nc32)c1 (configuration not stated)	-12%	5.6%	-3%	.
